# ALOX12 inhib: qHTS Assay for Inhibitors of 12-hLO (12-human lipoxygenase). Polyunsaturated fatty acid lipoxygenase ALOX12 (Homo sapiens), P18054. actives 0.12% (n = 150,000). Potency, µM (top dose mostly 57.1 µM), without a hit: at the highest dose activity change, negative = inhibition, hits mostly inhibitors. purified 12-hLO, xylenol orange hydroperoxide absorbance; further: potency means the concentration at half of the fitted maximal effect; nearly all actives have a fitted effect of over 55% in size; many of its hits are not listed in these tables
#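 Hydroperoxide formation by human 12-lipoxygenase from 40 uM arachidonic acid was followed colorimetrically via ferric-xylenol orange complex, using the 573/405 nm absorbance ratio. Enzyme concentration was 150 nM, with 30 min reaction at room temperature.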
# PNC inhibitor: High Content Assay for Compounds that inhibit the Assembly of the Perinucleolar Compartment | PC3M PTB-GFP, PNC prevalence imaging, 16 h; active compounds read low | activity change (PNC), negative = inhibition, % at 10 µM | actives 3.1% (n = 140,000) | AID 2417, 2010;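 active means readout at or below -70, meaning at least 70% loss of cells showing the perinucleolar compartment, a nuclear body marking cancer cells; inconclusive means readout between -30 and a set limit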;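 further: plate controls were DMSO wells for no effect and camptothecin positive control wells for full effect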
#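 PC3M cells stably expressing PTB-GFP, 750–1000 cells/well, treated 16 h at 37 °C with compound (23 nl of library stock), in duplicate. After paraformaldehyde fixation and Hoechst stain, imaged at 20x; PNC prevalence scored by image analysis.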
# ALOX15B inhib: qHTS Assay for Inhibitors of 15-hLO-2 (15-human lipoxygenase 2); purified 15hLO-2, xylenol orange hydroperoxide absorbance; Potency, µM (top dose mostly 57.1 µM), without a hit: at the top dose activity change, negative = inhibition, actives largely listed as inhibitors; actives 0.56% (n = 110,000); AID 881, 2007; further: potency means the concentration at half of the fitted maximal effect; nearly all actives have a fitted effect of over 60% in size; many of its hits are not listed in these tables
# Target sequence (O15296 whole entry, looked up): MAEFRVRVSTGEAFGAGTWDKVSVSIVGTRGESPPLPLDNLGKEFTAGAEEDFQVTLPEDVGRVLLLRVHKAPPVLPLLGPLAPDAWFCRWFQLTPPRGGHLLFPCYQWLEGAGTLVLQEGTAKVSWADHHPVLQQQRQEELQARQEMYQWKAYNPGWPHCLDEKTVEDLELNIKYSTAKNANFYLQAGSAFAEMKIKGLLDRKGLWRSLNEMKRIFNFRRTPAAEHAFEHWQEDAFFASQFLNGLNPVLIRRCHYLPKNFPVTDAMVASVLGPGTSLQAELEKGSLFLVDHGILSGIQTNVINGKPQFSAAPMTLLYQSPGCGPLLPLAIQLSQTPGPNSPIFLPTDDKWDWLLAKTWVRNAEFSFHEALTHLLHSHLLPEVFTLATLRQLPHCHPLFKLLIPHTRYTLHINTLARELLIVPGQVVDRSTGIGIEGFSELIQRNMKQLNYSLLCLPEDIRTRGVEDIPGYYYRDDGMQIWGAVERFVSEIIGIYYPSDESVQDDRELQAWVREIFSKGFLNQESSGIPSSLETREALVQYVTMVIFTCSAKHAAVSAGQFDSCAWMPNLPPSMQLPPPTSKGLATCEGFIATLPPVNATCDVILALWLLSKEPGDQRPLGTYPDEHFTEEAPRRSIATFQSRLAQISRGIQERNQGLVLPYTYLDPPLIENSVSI
#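 Read-out: hydroperoxide product oxidises ferrous iron, measured as xylenol orange complex via the 573-to-405 nm absorbance ratio after 30 min. Reaction: 50 nM enzyme, 15 min compound preincubation, 45 uM arachidonic acid, 90 min RT, Hepes pH 7.5 with Triton X-100.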
# IMPase cell inh: qHTS Assay for Identifying the Cell-Membrane Permeable IMPase Inhibitors; Inositol monophosphatase 1 (Rattus norvegicus), P97697; CHO-M1 cells, IP1 accumulation, HTRF TR-FRET ratio; inhibition (IP1 accumulation), % at 46.1 µM; 120,000 tested, under 10 active; active means well fitted curve in the direction sought with a large enough effect in the signal ratio, not every such curve was filed as active; inconclusive means small, poorly fitted or top-dose-only effect, or a change in a side signal; inactive means no such curve, though single readings can be large or run the other way; the % refers to the signal ratio;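 further: cells stimulated with carbachol in lithium chloride buffer; plate controls were DMSO basal wells for no effect and reference inhibitor wells for full effect; higher means more IMPase inhibition seen as more IP1 and lower FRET ratio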
# Target sequence (P97697 whole entry, looked up): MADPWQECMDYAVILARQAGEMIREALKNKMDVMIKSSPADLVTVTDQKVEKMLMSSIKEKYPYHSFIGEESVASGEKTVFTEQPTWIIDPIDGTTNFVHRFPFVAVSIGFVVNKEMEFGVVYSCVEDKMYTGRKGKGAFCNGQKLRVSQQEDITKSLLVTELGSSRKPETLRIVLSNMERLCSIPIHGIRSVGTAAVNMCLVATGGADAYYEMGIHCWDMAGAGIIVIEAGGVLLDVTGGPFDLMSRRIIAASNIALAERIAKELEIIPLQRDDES
#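 Elevated IP1 in lysates lowers TR-FRET signal (665/620 ratio and 620 channel reported). Cells were CHO-M1, given carbachol (50 uM as added) plus 50mM LiCl, pH 7.4, 30 min, 37C; compounds titrated up to 46 uM; AC50 by Hill equation.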
# * marks the source's active call; other numbers are inactive results; ? = inconclusive; · = no result given; [ ] = another dose, or the depositor's remark. Unless noted, the call rests on the fitted dose curve; in most records, active means well fitted curve in the direction sought with a large enough effect; inconclusive means small, poorly fitted or top-dose-only effect, or another doubt; inactive means no such curve, though single readings can be large; an effect the other way counts as inactive or inconclusive. Unless noted, on the % scale 0 is the no-effect control and ±100 the full control effect. These rows are one share of the data. The share of hits here may be higher or lower than overall.
SMILES,ALOX12 inhib,PNC inhibitor,ALOX15B inhib,IMPase cell inh
CC(C)NC[C@@H](O)COc1ccc(COCCOC(C)C)cc1,-2%,·,14%,-5
CCC(=O)Nc1nonc1-c1nc2ccccc2n1CC(C)C,-6%,-22,-12%,18
N#Cc1c(C(F)(F)F)cc(-c2ccccc2Cl)[nH]c1=O,-3%,27,1%,-6
CCOc1ccc2nc(SCC(=O)N3c4ccccc4Sc4ccccc43)c(C#N)cc2c1,0%,-6,·,·
O=C(O)CC1C(=O)OCN1C(=O)OCc1ccccc1 (stereo not drawn),-1%,-23,3%,2
CCN(C(=O)CSc1ccc2c(c1)OCCO2)C1CCS(=O)(=O)C1 (stereo not drawn),6%,8,-4%,-4
CC(C)(C)OC(=O)N[C@H](Cc1ccccc1)C(=O)N1CCC(C(=O)O)CC1,-4%,-83*,5%,-8
O=C(CSc1nnc(Cn2cnc3ccccc32)o1)Nc1cccc2ccccc12,-1%,24,4%,-6
CCCn1cc(SCC(=O)NCc2ccco2)c2ccccc21,-4%,-22,-9%,6
CC1(C)Cc2cccc(OCC(O)CN3CCN(c4ccccn4)CC3)c2O1 (stereo not drawn),2%,?,·,·
O=C(Cn1c(=O)oc2ccccc21)c1ccccc1,-4%,8,-6%,4
CN(C)/C=C1/C(=O)Nc2ccccc21,-6%,10,-3%,-1
Cc1cccc2[nH]c3c(N4CCC5(CC4)OCCO5)ncnc3c12,-5%,?,8%,-2
CCC(C)Nc1nc(OCC(F)(F)F)nc(OCC(F)(F)F)n1 (stereo not drawn),-7%,50,5%,3
CCCCCC1CC(/C(C)=N/NC(N)=O)OC1=O (stereo not drawn),1%,26,-1%,-3
Cc1ccc2c(c1)cc(CN(Cc1ccco1)C(=O)COc1ccccc1)c1nnnn12,-3%,?,-3%,-1
Brc1ccc(-c2cnc(-c3cccs3)o2)cc1,-10%,13,1%,-11
O=C(NCc1ccncc1)C(=O)NCC(c1ccccc1)c1ccccc1,-1%,43,·,·
COc1ccc(-c2cc(C(=O)Nc3ccc(C)cc3)no2)cc1,-10%,?,-8%,3
Nc1nnnn1/N=C/c1ccccc1OCc1ccc(Cl)cc1Cl,-1%,-2,-14%,4
CN(C)c1ccc(C2C=C(c3ccc(Cl)cc3OC(F)F)Nc3ncnn32)cc1 (stereo not drawn),-10%,35,50%[activator],23
C=CCc1c(C)nc(SCC(N)=O)[nH]c1=O,3%,-9,-4%,-4
Cc1nnc(SCC(=O)N2CCC(C(=O)Nc3nccs3)CC2)n1Cc1ccccc1,-3%,-7,·,7
O=C(O)/C=C/c1cccc(B(O)O)c1,1%,·,4%,·
COCCn1c(C)cc(/C=C2/NC(=O)N(c3ccc(Cl)cc3)C2=O)c1C,-1%,-114*,·,·
COCCNC(=O)CSc1nnc(CCCN2C(=O)c3cccc4cccc(c34)C2=O)n1-c1ccccc1,-1%,?,·,3
CN1CCN(C(=O)CCCOc2cc(=O)n(C)c3ccccc23)CC1,-2%,?,1%,-7
Cn1c(=O)oc2cc(S(=O)(=O)N3CCC(C(=O)NCc4cccs4)CC3)ccc21,2%,-11,3%,10
O=C(c1ccco1)n1nc(-c2ccccc2)nc1SCc1ccccc1,4%,-10,12%,1
c1ccc(N2CCN(c3ncnc4c3oc3ccccc34)CC2)cc1,-1%,28,39%[activator],8
COc1ccc(N(C(=O)c2ccccc2C)S(=O)(=O)c2cccs2)cc1,-2%,-97*,·,·
O=C(Nc1cccc(OC(F)(F)F)c1)c1ccc(Br)o1,-6%,-22,-12%,-1
Cc1ccc(C)c2[nH]c(=O)c(C(c3nnnn3Cc3ccco3)N3CCc4ccccc4C3)cc12 (stereo not drawn),?,14,-6%,-5
CSc1nnc(-c2sc3cc(C(F)(F)F)cnc3c2-c2ccccn2)n1C,7%,?,3%,1
O=C(C1CCN(S(=O)(=O)c2cccc3cccnc23)CC1)N1CCN(C2CCCC2)CC1,-1%,?,·,·
O=C(COC(=O)c1ccc(Br)o1)NCCCc1ccccc1,-5%,21,-15%,?
CCn1c(=O)cc(SCC(=O)N2CCN(C)CC2)c2ccccc21,5%,?,9%,-17
COCC(=O)N1CCC2(CCN(Cc3ccc(C#N)cc3)CC2)CC1,-2%,·,0%,·
Cc1ccc(S(=O)(=O)N2CCN(S(=O)(=O)N(C)C)CC2)cc1,-3%,14,-1%,18
N#Cc1nc(-c2ccco2)oc1NCc1ccco1,-1%,10,-5%,0

# A few values from the entries so far.
# IMPase cell inh, Cc1ccc(C)c2[nH]c(=O)c(C(c3nnnn3Cc3ccco3)N3CCc4ccccc4C3)cc12 (stereo not drawn) stands at -5
# PNC inhibitor, COCCn1c(C)cc(/C=C2/NC(=O)N(c3ccc(Cl)cc3)C2=O)c1C stands at -114*
# IMPase cell inh, Nc1nnnn1/N=C/c1ccccc1OCc1ccc(Cl)cc1Cl stands at 4

# (more compounds)
SMILES,ALOX12 inhib,PNC inhibitor,ALOX15B inhib,IMPase cell inh
O=C1CCCc2c1[nH]c1c(Br)cccc21,-2%,-3,3%,-9
N=c1c(C(=O)NCc2ccccc2)cc2c(=O)n3ccccc3nc2n1CCCN1CCOCC1,-2%,7,4%,?
C=CCn1cc(Cl)c(=O)n(CC=C)c1=O,1%,14,-7%,3
Cn1c(CCN2CCCCC2)nc2cc(NC(=O)NC3CCCCC3)ccc21,0%,9,50%[activator],16
CCN(C(=O)CN1CCCc2ccccc21)c1c(N)n(Cc2ccccc2)c(=O)[nH]c1=O,-3%,37,1%,-4
COc1ccc(OC)c(S(=O)(=O)Nc2ccc(OCC(=O)O)cc2)c1,3%,24,0%,-3
Cc1cc(NC(=O)CS(=O)(=O)c2cn(Cc3cccc(F)c3)c3ccccc23)no1,0%,20,-18%,1
CCC(SCC(=O)OC)C(=O)Nc1nnc(C(C)C)s1 (stereo not drawn),2%,22,3%,3
Nc1cc(=O)[nH]c(SCC(=O)Nc2cccc(Cl)c2)n1,6%,25,-1%,-1
N#C/C(=N\Nc1ccc(Cl)cc1)C(=O)c1ccccc1,?,41,?,8
CCC(=O)Nc1cc(C)c(NC(=O)CCc2ccccc2)cn1,1%,9,-10%,2
Cc1ccc(NC(=S)NNc2ncc(C(F)(F)F)cc2Cl)c(C)c1,-20%,7,-22%,4
Oc1ccccc1CNc1nc2ccccc2n1CCN1CCCCC1,-20%,18,5%,21
CCC1(C)Cc2c(sc3nnn(CC(=O)Nc4ccccc4C)c(=O)c23)CO1 (stereo not drawn),1%,-4,-15%,-3
CC(C)Oc1ccc(N2CC(C(=O)Nc3ccc4c(c3)OCO4)CC2=O)cc1 (stereo not drawn),0%,2,0%,-1
O=C(CSCc1nc2ccccc2[nH]1)N1CCN(c2cccc(Cl)c2)CC1,-3%,8,24%,-7
Cc1ccc(S(=O)(=O)c2ccc(C)cc2)cc1,5%,7,-2%,-1
Cc1ccc(-c2cc(C(=O)Nc3cccnc3)c3ccccc3n2)o1,?,19,?,-6
CCCSc1nc(C)nc2c1c(=O)n(C)c(=O)n2C,1%,-12,-2%,-4
O=C(Nc1cccc(O)c1)c1cccc(S(=O)(=O)N2CCCC2)c1,-1%,?,4%,5

# Limited to PNC inhibitor, ALOX12 inhib and ALOX15B inhib, for some of the entries so far:
Molecule	PNC inhibitor	ALOX12 inhib	ALOX15B inhib
N=c1c(C(=O)NCc2ccccc2)cc2c(=O)n3ccccc3nc2n1CCCN1CCOCC1	7	-2%	4%
C=CCn1cc(Cl)c(=O)n(CC=C)c1=O	14	1%	-7%

# New compounds follow.
SMILES,ALOX12 inhib,PNC inhibitor,ALOX15B inhib,IMPase cell inh
O=C(CSCCO)Nc1cccc([N+](=O)[O-])c1,1%,-5,·,·
Cc1cc(C(=O)Nc2cccc(O)c2)co1,0%,?,-3%,-1
CCOC(=O)C1CCCN(C(=O)C2CCN(c3nnc(-n4cccc4)s3)CC2)C1 (stereo not drawn),0%,36,·,2
Cc1nc2sc3c(c2c(=O)o1)CCC3,1%,-4,-3%,-6
CCn1c(SCc2nc3ccccc3[nH]2)nnc1-c1cccnc1,5%,40,13%,0
CCOC(=O)c1c(C)[nH]c(C(=O)CN2C(=O)NC(C)(c3ccc4ccccc4c3)C2=O)c1C (stereo not drawn),-2%,111,-8%,3
COc1ccccc1NC(=O)c1sc2nc(-c3ccco3)ccc2c1N,-4%,16,?,?
O=C(Nc1ccc([N+](=O)[O-])cc1)C1CC1(c1ccccc1)c1ccccc1 (stereo not drawn),1%,25,·,1
CCCn1c(=NC(C)=O)c(C(=O)OCC)cc2c(=O)n3ccccc3nc21,-14%,25,-6%,-8
CC(C)COC(=O)C1C2C=CC3(CN(C4CCCC4)C(=O)C13)O2 (stereo not drawn),3%,?,-1%,7
CCOC(=O)c1c(C)[nH]c(C)c1C(=O)CSc1nc2ccccc2[nH]1,2%,10,·,-5
O=C1CCCC2=C1C(c1ccsc1)CC(=O)N2c1ccccc1 (stereo not drawn),1%,29,-2%,23
Cc1[nH]c2ccccc2c1C(=O)CSc1nc2ccccc2c(=O)n1CCCN1CCOCC1,9%,?,22%,8
CCOC(=O)C(CC(=O)O)N1CCCCC1 (stereo not drawn),2%,?,-9%,3
O=C(NCC1CCCO1)c1ccc(/C=N/O)nc1 (stereo not drawn),-2%,-7,5%,-2
COc1cccc(S(=O)(=O)NCc2ccc3c(c2)OCO3)c1,-8%,?,4%,0

# Compound profiles, as listed above:
# Entry for N#Cc1nc(-c2ccco2)oc1NCc1ccco1 → ALOX12 inhib: -1%; PNC inhibitor: 10; ALOX15B inhib: -5%; IMPase cell inh: 0
# Entry for Cc1ccc(-c2cc(C(=O)Nc3cccnc3)c3ccccc3n2)o1 → ALOX12 inhib: ?; PNC inhibitor: 19; ALOX15B inhib: ?; IMPase cell inh: -6
# Entry for Cc1cccc2[nH]c3c(N4CCC5(CC4)OCCO5)ncnc3c12 → ALOX12 inhib: -5%; PNC inhibitor: ?; ALOX15B inhib: 8%; IMPase cell inh: -2

# Six structures from above, ordered by SMILES length, falling:
SMILES,ALOX12 inhib,PNC inhibitor,ALOX15B inhib,IMPase cell inh
O=C(Nc1ccc([N+](=O)[O-])cc1)C1CC1(c1ccccc1)c1ccccc1 (stereo not drawn),1%,25,·,1
CCOC(=O)c1c(C)[nH]c(C)c1C(=O)CSc1nc2ccccc2[nH]1,2%,10,·,-5
CC(C)COC(=O)C1C2C=CC3(CN(C4CCCC4)C(=O)C13)O2 (stereo not drawn),3%,?,-1%,7
CCn1c(SCc2nc3ccccc3[nH]2)nnc1-c1cccnc1,5%,40,13%,0
O=C(CSCCO)Nc1cccc([N+](=O)[O-])c1,1%,-5,·,·
O=C(NCC1CCCO1)c1ccc(/C=N/O)nc1 (stereo not drawn),-2%,-7,5%,-2
